Screening results (PubChem BioAssay)
TNAP inhibition = human TNAP enzyme inhibitors, biochemical, luminescent (AID 518). 64,000 tested, 0.09% active. purified TNAP enzyme, luminescent substrate readout; higher % means a stronger effect. inhibition, % at 20 µM; hits with a dose series show IC50 in µM; in the data active means a potency from the dose series; inactive means the rest, 99 in 100 with inhibition below about 22%;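 further: plate controls were vehicle for no effect and reference inhibitor for full effect; many of its hits are not listed in these tables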
HPDE-C7K KRASV12 = viability loss of HPDE-C7K cells – cell-based, fluorescence, HTS, primary screen (AID 431); HPDE-C7K KRASV12 cells, Alamar Blue viability, 48 h; higher % means a stronger effect; cytotoxicity, % at 10 µM; hits with a dose series show EC50 in µM; 63,000 tested, 1.7% active;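 active means compounds whose percent cytotoxicity in the single-dose primary screen, scaled between solvent and toxic-drug controls, exceeds 50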;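 further: 0% = DMSO solvent wells and 100% = doxorubicin-treated wells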
Spn MK inh = inhibitors of Streptococcus pneumoniae mevalonate kinase. purified MK, PK/LDH-coupled NADH absorbance 340 nm. inhibition, % at 10 µM. 65,000 tested, 0.48% active;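 active means ranked among the strongest by inhibition in the single 10 µM screen, a fixed top-ranked set picked for dose follow-up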; further: no value below 0 was filed
HT1080 viability = cytotoxicity in HT1080 fibrosarcoma cells, cell-based, fluorescence readout (AID 620) | HT1080 viability, fluorescence; higher % means a stronger effect | one-dose cytotoxicity, % at 10 µM; EC50 in µM for titrated hits | 87,000 tested, 0.42% active;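 further: cells exposed to compound overnight then 4 h with Alamar Blue; 0% = vehicle DMSO and 100% = killing control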
LYP phosphatase = inhibition of human PTPN22 tyrosine phosphatase – biochemical, DiFMUP fluorescence, recombinant catalytic domain, 10 µM, primary screen (AID 606); recombinant LYP catalytic domain, DiFMUP fluorescence; higher % means a stronger effect; 52,000 tested, under 10 active; one-dose inhibition, % at 10 µM; IC50 in µM for titrated hits;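 active means IC50 under 40 µM in the dose-response test; inactive means IC50 of 40 µM or more, or never dose-tested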
Bfl-1 inhibitors = displacement of Bid BH3 peptide from Bfl-1 – biochemical, fluorescence polarization, FITC-Bid, mouse, primary screen (AID 432). FITC-Bid BH3 peptide fluorescence polarization displacement; higher % means a stronger effect. displacement, % at 20 µM; hits with a dose series show IC50 in µM. 64,000 tested, 0.02% active; in the data active means a potency from the dose series; inactive means the rest, 99 in 100 with displacement below about 15%; further: strong numbers were not always called active
PMK inhibit = blocks S. pneumoniae phosphomevalonate kinase. AID 539. 65,000 tested, 0.49% active. inhibition, % at 10 µM. purified PMK, PK/LDH-coupled NADH absorbance 340 nm;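 active means top-ranked compounds by inhibition in the single 10 µM screen, taking a fixed number of the strongest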;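 further: 0% = full reaction with DMSO carrier and 100% = background rate without enzyme reaction; no value below 0 was filed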
DPM-DC inhibit = S. pneumoniae DPM-DC inhibition; purified DPM-DC, PK/LDH coupled NADH fluorescence; calls only at 10 µM; 65,000 tested, 0.49% active; AID 556;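 active means the 320 compounds with the highest percent inhibition in the single-dose primary screen, excluding strongly autofluorescent ones, cut at about 32% in these data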;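 further: kinetic rate of NADH fluorescence loss reporting ADP formed by the decarboxylase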
HPDE-C7 viability = cytotoxicity in HPDE-C7 cells, cell-based, fluorescence, HTS (AID 430). HPDE-C7 pancreatic duct cells viability, fluorescence; higher % means a stronger effect. one-dose cytotoxicity, % at 10 µM; EC50 in µM for titrated hits. 63,000 tested, 1.8% active;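 further: cells exposed to compound for 48 hours before viability readout; 0% = vehicle and 100% = reference cytotoxic drug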
PMK inhibit pilot replicates = also measured in PMK inhibit; calls as there; inhibition, %; measured here: pilot screen replicates
Spn MK inh pilot replicates = recorded beside Spn MK inh, whose call it bears; inhibition, %; measured here: pilot screen replicates
DPM-DC inhibit pilot screen % = recorded beside DPM-DC inhibit, whose call it bears; inhibition, %; measured here: pilot screen trials
The depositor's hits bear a star; i = inactive; x = no result given. Unless noted, no stated cut-off is given here; in the data, active means cytotoxicity above about 50%; inactive means the rest. A portion of the library; the hit share may differ from the screen's.

SMILES	TNAP inhibition	HPDE-C7K KRASV12	Spn MK inh	Spn MK inh pilot replicates	HT1080 viability	LYP phosphatase	Bfl-1 inhibitors	PMK inhibit	PMK inhibit pilot replicates	DPM-DC inhibit	DPM-DC inhibit pilot screen %	HPDE-C7 viability
O=C(c1ccccc1)c1ccc2n1CCC2C(=O)O (configuration not stated)	x	x	4	x	22%	11%	x	0	x	i	x	x
CCCc1cc(C(N)=S)ccn1	2%	-11%	12	x	2%	6%	6%	12	x	i	x	-9%
O=C1CCc2cc(OCCCCc3nnnn3C3CCCCC3)ccc2N1	13%	-9%	4	0.0	-9%	16%	-2%	2	1.5	i	0.5	-9%
CCN(CC)CCOC(=O)C(c1ccccc1)c1ccccc1	9%	-7%	7	0.0	-10%	12%	3%	4	2.0	i	1.0	-2%
CN(C)CCOC(=O)C(c1ccccc1)C1(O)CCCC1 (configuration not stated)	15%	-5%	6	0.0	-6%	9%	7%	3	5.0	i	1.5	-1%
CN1CCN(c2c(F)cc3c(=O)c(C(=O)O)cn4c3c2SCC4)CC1	11%	-23%	3	x	5%	18%	-5%	1	x	x	x	-8%
CN1CCC(=C2c3ccccc3CC(=O)c3sccc32)CC1	14%	12%	7	0.0	-3%	0%	3%	4	8.0	i	0.0	9%
O=C(NCCN1CCOCC1)c1ccc(Cl)cc1	6%	-39%	8	x	-12%	-2%	-7%	5	x	i	x	-14%

A portion taken from the entries so far:
SMILES	TNAP inhibition	HPDE-C7K KRASV12	Spn MK inh	Spn MK inh pilot replicates	HT1080 viability	LYP phosphatase	Bfl-1 inhibitors	PMK inhibit	PMK inhibit pilot replicates	DPM-DC inhibit	DPM-DC inhibit pilot screen %	HPDE-C7 viability
O=C(c1ccccc1)c1ccc2n1CCC2C(=O)O (configuration not stated)	x	x	4	x	22%	11%	x	0	x	i	x	x
CCCc1cc(C(N)=S)ccn1	2%	-11%	12	x	2%	6%	6%	12	x	i	x	-9%
O=C1CCc2cc(OCCCCc3nnnn3C3CCCCC3)ccc2N1	13%	-9%	4	0.0	-9%	16%	-2%	2	1.5	i	0.5	-9%
CCN(CC)CCOC(=O)C(c1ccccc1)c1ccccc1	9%	-7%	7	0.0	-10%	12%	3%	4	2.0	i	1.0	-2%
CN(C)CCOC(=O)C(c1ccccc1)C1(O)CCCC1 (configuration not stated)	15%	-5%	6	0.0	-6%	9%	7%	3	5.0	i	1.5	-1%
CN1CCN(c2c(F)cc3c(=O)c(C(=O)O)cn4c3c2SCC4)CC1	11%	-23%	3	x	5%	18%	-5%	1	x	x	x	-8%
CN1CCC(=C2c3ccccc3CC(=O)c3sccc32)CC1	14%	12%	7	0.0	-3%	0%	3%	4	8.0	i	0.0	9%
O=C(NCCN1CCOCC1)c1ccc(Cl)cc1	6%	-39%	8	x	-12%	-2%	-7%	5	x	i	x	-14%
